NSD2 inh – blocks human NSD2 histone methyltransferase activity | AID 624260 | inhibition, % at 12.5 µM | hit rate 0.07% among 44,000 | NSD2-SET H3K36me1 DELFIA fluorescence, biochemical; in the data active = inhibition above about 54%, passing the limit was not always enough;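 note: inhibitors reduce the monomethyl H3K36 fluorescence signal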
Target sequence (O96028 whole entry, looked up): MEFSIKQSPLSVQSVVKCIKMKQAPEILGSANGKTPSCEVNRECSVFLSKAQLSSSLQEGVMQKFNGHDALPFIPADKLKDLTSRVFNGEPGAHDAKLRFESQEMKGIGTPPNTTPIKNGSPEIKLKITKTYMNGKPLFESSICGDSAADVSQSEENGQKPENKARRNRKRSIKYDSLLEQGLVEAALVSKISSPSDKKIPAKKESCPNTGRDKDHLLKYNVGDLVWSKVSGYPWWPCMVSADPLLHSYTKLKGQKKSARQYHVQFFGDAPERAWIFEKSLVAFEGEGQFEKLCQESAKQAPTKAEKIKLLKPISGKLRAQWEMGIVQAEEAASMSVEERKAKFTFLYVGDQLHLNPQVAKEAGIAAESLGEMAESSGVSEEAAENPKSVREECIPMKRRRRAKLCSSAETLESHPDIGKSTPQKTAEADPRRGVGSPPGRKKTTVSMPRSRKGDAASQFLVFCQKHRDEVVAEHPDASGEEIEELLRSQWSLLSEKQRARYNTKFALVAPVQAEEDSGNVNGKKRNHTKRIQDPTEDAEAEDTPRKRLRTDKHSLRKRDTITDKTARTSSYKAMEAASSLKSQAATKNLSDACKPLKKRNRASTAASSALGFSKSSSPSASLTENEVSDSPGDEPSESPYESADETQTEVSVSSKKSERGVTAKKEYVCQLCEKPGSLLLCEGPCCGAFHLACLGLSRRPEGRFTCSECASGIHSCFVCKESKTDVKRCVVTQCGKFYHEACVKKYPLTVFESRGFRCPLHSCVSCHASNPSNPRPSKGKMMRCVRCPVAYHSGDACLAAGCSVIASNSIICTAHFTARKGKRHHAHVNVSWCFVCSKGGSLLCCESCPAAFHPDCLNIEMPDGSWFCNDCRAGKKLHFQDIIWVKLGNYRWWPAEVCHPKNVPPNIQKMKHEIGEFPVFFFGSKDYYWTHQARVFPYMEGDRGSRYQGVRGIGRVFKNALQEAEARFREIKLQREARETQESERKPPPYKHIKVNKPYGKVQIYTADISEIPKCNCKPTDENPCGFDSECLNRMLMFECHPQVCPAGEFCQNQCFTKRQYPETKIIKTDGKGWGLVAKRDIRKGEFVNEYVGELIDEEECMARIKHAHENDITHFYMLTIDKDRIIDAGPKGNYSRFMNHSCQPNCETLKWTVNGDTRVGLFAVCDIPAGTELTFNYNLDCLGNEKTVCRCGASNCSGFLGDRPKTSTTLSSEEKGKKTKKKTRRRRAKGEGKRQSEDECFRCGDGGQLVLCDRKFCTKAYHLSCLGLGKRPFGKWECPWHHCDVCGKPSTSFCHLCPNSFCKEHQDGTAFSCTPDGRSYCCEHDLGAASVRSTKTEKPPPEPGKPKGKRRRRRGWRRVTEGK
Starred values were filed as active, the others as inactive; & = joins results of further samples.

SMILES	NSD2 inh
CCCN(C)C[C@H]1Oc2cc(-c3ccccc3C)ccc2S(=O)(=O)N([C@H](C)CO)C[C@H]1C	2.0
CC(C)CC#Cc1cnc2c(c1)C(=O)N([C@@H](C)CO)C[C@@H](C)[C@@H](CN(C)C(=O)C1CCCCC1)O2	32.1
C[C@H](CO)N1C[C@H](C)[C@@H](CN(C)C)Oc2cc(C#Cc3ccncc3)ccc2S1(=O)=O	-1.1
Cc1noc(C)c1S(=O)(=O)N(C)C[C@H]1Oc2ccc(NS(=O)(=O)c3ccc(F)cc3)cc2CC(=O)N([C@@H](C)CO)C[C@@H]1C	0.7
Cc1noc(C)c1NC(=O)Nc1ccc2c(c1)CC(=O)N([C@@H](C)CO)C[C@H](C)[C@@H](CN(C)C(=O)Nc1ccc3c(c1)OCO3)O2	-0.8
C[C@H]1CN([C@@H](C)CO)C(=O)c2cc(-c3cccc(C#N)c3)cnc2O[C@@H]1CN(C)Cc1cccnc1	3.0
CCC(=O)N(C)C[C@H]1Oc2ncc(-c3ccccc3C)cc2C(=O)N([C@@H](C)CO)C[C@H]1C	5.5
C[C@@H]1CCCCO[C@H](CN(C)CC2CC2)[C@H](C)CN([C@@H](C)CO)C(=O)c2cc(NS(=O)(=O)c3ccc(Cl)cc3)ccc2O1	-12.4
CC(C)NC(=O)Nc1ccc2c(c1)C(=O)N([C@H](C)CO)C[C@@H](C)[C@@H](CN(C)S(=O)(=O)c1ccccc1)OCCCC[C@H](C)O2	-3.0
C[C@@H]1CN([C@@H](C)CO)S(=O)(=O)c2ccc(C#CCC3CCCC3)cc2O[C@@H]1CN(C)C	-4.2
CNC[C@H]1Oc2ncc(/C=C/c3ccccc3)cc2C(=O)N([C@@H](C)CO)C[C@H]1C	-4.9
C[C@H](NCCc1ccc(O)cc1)[C@H](O)c1ccc(O)cc1	-1.4
Cc1noc(C)c1NC(=O)N(C)C[C@@H]1OCCCC[C@@H](C)Oc2ccc(N(C)C)cc2C(=O)N([C@H](C)CO)C[C@H]1C	2.7
C[C@H]1CN([C@@H](C)CO)S(=O)(=O)c2ccc(C#Cc3ccccc3)cc2O[C@@H]1CN(C)C(=O)C1CC1	-4.1
COc1ccc(NC(=O)N(C)C[C@H]2OCCCC[C@@H](C)Oc3ccc(NC(=O)CCC(F)(F)F)cc3C(=O)N([C@H](C)CO)C[C@H]2C)cc1	-3.0

Part of the list above in a different format:
SMILES | NSD2 inh
CCCN(C)C[C@H]1Oc2cc(-c3ccccc3C)ccc2S(=O)(=O)N([C@H](C)CO)C[C@H]1C | 2.0
CC(C)CC#Cc1cnc2c(c1)C(=O)N([C@@H](C)CO)C[C@@H](C)[C@@H](CN(C)C(=O)C1CCCCC1)O2 | 32.1
C[C@H](CO)N1C[C@H](C)[C@@H](CN(C)C)Oc2cc(C#Cc3ccncc3)ccc2S1(=O)=O | -1.1
Cc1noc(C)c1S(=O)(=O)N(C)C[C@H]1Oc2ccc(NS(=O)(=O)c3ccc(F)cc3)cc2CC(=O)N([C@@H](C)CO)C[C@@H]1C | 0.7
Cc1noc(C)c1NC(=O)Nc1ccc2c(c1)CC(=O)N([C@@H](C)CO)C[C@H](C)[C@@H](CN(C)C(=O)Nc1ccc3c(c1)OCO3)O2 | -0.8
C[C@H]1CN([C@@H](C)CO)C(=O)c2cc(-c3cccc(C#N)c3)cnc2O[C@@H]1CN(C)Cc1cccnc1 | 3.0
CCC(=O)N(C)C[C@H]1Oc2ncc(-c3ccccc3C)cc2C(=O)N([C@@H](C)CO)C[C@H]1C | 5.5
C[C@@H]1CCCCO[C@H](CN(C)CC2CC2)[C@H](C)CN([C@@H](C)CO)C(=O)c2cc(NS(=O)(=O)c3ccc(Cl)cc3)ccc2O1 | -12.4
CC(C)NC(=O)Nc1ccc2c(c1)C(=O)N([C@H](C)CO)C[C@@H](C)[C@@H](CN(C)S(=O)(=O)c1ccccc1)OCCCC[C@H](C)O2 | -3.0
C[C@@H]1CN([C@@H](C)CO)S(=O)(=O)c2ccc(C#CCC3CCCC3)cc2O[C@@H]1CN(C)C | -4.2
CNC[C@H]1Oc2ncc(/C=C/c3ccccc3)cc2C(=O)N([C@@H](C)CO)C[C@H]1C | -4.9

(listing goes on)
SMILES	NSD2 inh
C[C@@H]1CCCCO[C@H](CN(C)CC2CCCCC2)[C@@H](C)CN([C@H](C)CO)C(=O)c2cc(NS(C)(=O)=O)ccc2O1	-1.8
Cc1ccc(S(=O)(=O)N(C)C[C@@H]2OCCCC[C@@H](C)Oc3ccc(NC(=O)Nc4ccc5c(c4)OCO5)cc3C(=O)N([C@H](C)CO)C[C@H]2C)cc1	4.0
C[C@@H]1CCCCO[C@@H](CN(C)Cc2ccccc2)[C@@H](C)CN([C@@H](C)CO)C(=O)c2cc(NC(=O)Nc3ccc(C(F)(F)F)cc3)ccc2O1	2.1
C[C@@H](NC(=O)C[C@@H]1C[C@@H]2c3cc(NC(=O)C4CCOCC4)ccc3O[C@@H]2[C@@H](CO)O1)c1ccccc1	1.8
Cc1noc(C)c1S(=O)(=O)Nc1ccc2c(c1)CC(=O)N([C@H](C)CO)C[C@@H](C)[C@H](CN(C)C(=O)Nc1ccccc1)O2	0.6
C[C@H]1CN([C@@H](C)CO)C(=O)Cc2cc(N(C)C)ccc2O[C@@H]1CN(C)C(=O)Nc1ccc2c(c1)OCO2	-0.5
CC(=O)N1N=C(N)SC12CCCC2	-2.8
Cc1noc(C)c1NC(=O)N(C)C[C@H]1Oc2ccc(NC(=O)c3ccncc3)cc2C(=O)N([C@H](C)CO)C[C@@H]1C	-5.3
Cc1noc(C)c1NC(=O)N(C)C[C@@H]1Oc2ncc(C#CCN(C)C)cc2C(=O)N([C@H](C)CO)C[C@@H]1C	-0.7&-3.3
C[C@@H]1CN([C@@H](C)CO)C(=O)c2cc(NC(=O)CCCCCC(=O)Nc3ccccc3N)ccc2O[C@H]1CN(C)C(=O)Nc1cccc2ccccc12	-8.0
COc1ccc(-c2ccc3c(c2)O[C@H](CN(C)C(C)=O)[C@@H](C)CN([C@@H](C)CO)S3(=O)=O)cc1	1.4
C[C@H](CO)N1C[C@H](C)[C@H](CN(C)C(=O)C2CC2)Oc2cc(/C=C/c3ccccc3)ccc2S1(=O)=O	9.8
C[C@@H]1CN([C@H](C)CO)S(=O)(=O)c2ccc(C#CC3(O)CCCC3)cc2O[C@@H]1CN(C)C(=O)Cc1ccncc1	-2.5
C[C@@H]1CN([C@@H](C)CO)C(=O)c2cc(C#CC3(O)CCCC3)cnc2O[C@@H]1CN(C)C(=O)CC1CC1	5.4
C[C@H]1CN([C@@H](C)CO)C(=O)c2ccccc2-c2ccccc2CO[C@@H]1CN(C)Cc1ccc(F)cc1	-0.4
C[C@H]1CN([C@@H](C)CO)C(=O)Cc2cc(NC(=O)CCC(F)(F)F)ccc2O[C@@H]1CN(C)Cc1ccccc1	2.0
C[C@@H]1CCCCO[C@H](CN(C)C(=O)CCC(F)(F)F)[C@@H](C)CN([C@H](C)CO)C(=O)c2cc(N(C)C)ccc2O1	22.9
C[C@@H]1CN([C@@H](C)CO)C(=O)c2cc(NS(=O)(=O)c3ccc(Cl)cc3)ccc2O[C@@H](C)CCCCO[C@H]1CN(C)S(=O)(=O)c1ccc(F)cc1	0.7
CC(O)Cn1cnc2c1c(=O)n(C)c(=O)n2C (centres undefined)	0.7
COCC(=O)N(C)C[C@H]1Oc2cc(C#CCN(C)C)ccc2S(=O)(=O)N([C@H](C)CO)C[C@H]1C	-7.2
O=C(Oc1cc(OC(=O)c2ccccc2)c2c(c1)O[C@H](c1ccc(OC(=O)c3ccccc3)c(OC(=O)c3ccccc3)c1)[C@@H](OC(=O)c1ccccc1)C2)c1ccccc1	1.9
CNC[C@@H]1Oc2cc(-c3cccnc3)ccc2S(=O)(=O)N([C@@H](C)CO)C[C@H]1C	-3.4
COCC(=O)Nc1ccc2c(c1)[C@@H]1C[C@H](CC(=O)NCC3CC3)O[C@@H](CO)[C@@H]1O2	-7.0
COCC(=O)N(C)C[C@H]1Oc2ncc(-c3ccccc3OC)cc2C(=O)N([C@@H](C)CO)C[C@@H]1C	-12.8
Nc1nc2ccc(Cl)cc2c2nc(-c3ccco3)nn12	4.8
CCCC#Cc1ccc2c(c1)O[C@@H](CN(C)Cc1ccccc1)[C@H](C)CN([C@@H](C)CO)S2(=O)=O	4.4
COc1ccc(NC(=O)Nc2ccc3c(c2)C(=O)N([C@H](C)CO)C[C@H](C)[C@@H](CN(C)S(=O)(=O)c2ccc(C)cc2)OCCCC[C@H](C)O3)cc1	2.7
C[C@@H]1CN([C@@H](C)CO)C(=O)c2cccc(N(C)C)c2O[C@H]1CN(C)S(=O)(=O)c1ccccc1	-1.0
C[C@H]1CN([C@@H](C)CO)S(=O)(=O)c2ccc(-c3ccccc3)cc2O[C@H]1CN(C)C(=O)C1CC1	0.3
C[C@H](CO)N1C[C@H](C)[C@H](CN(C)C(=O)CN(C)C)Oc2cc(-c3ccncc3)ccc2S1(=O)=O	0.9
COc1cccc(-c2cnc3c(c2)C(=O)N([C@@H](C)CO)C[C@@H](C)[C@@H](CN(C)CC2CC2)O3)c1	15.7
COc1ccc(NC(=O)Nc2cccc3c2O[C@H](CN(C)C(=O)Nc2ccc4c(c2)OCO4)[C@H](C)CN([C@H](C)CO)C3=O)cc1	-6.7
CC(C)NC(=O)N(C)C[C@H]1Oc2cc(-c3cncnc3)ccc2S(=O)(=O)N([C@@H](C)CO)C[C@@H]1C	0.1
COc1ccc(S(=O)(=O)Nc2cccc3c2O[C@@H](CN(C)C(=O)Nc2ccc(C(F)(F)F)cc2)[C@@H](C)CN([C@H](C)CO)C3=O)cc1	-3.5
C[C@H](CO)N1C[C@H](C)[C@H](CN(C)C(=O)c2cccc(F)c2)Oc2cc(-c3cccc(F)c3)ccc2S1(=O)=O	-1.3
C[C@H](CO)N1C[C@H](C)[C@@H](CN(C)S(C)(=O)=O)Oc2ccc(NC(=O)Nc3ccc(C(F)(F)F)cc3)cc2C1=O	3.3
CCCN(CCc1ccccc1)C1CCc2c(O)cccc2C1 (centres undefined)	-3.6
C[C@@H]1CN([C@@H](C)CO)C(=O)c2cc(NC(=O)Nc3ccccc3)ccc2O[C@@H]1CN(C)Cc1ccc2c(c1)OCO2	-1.4
Cc1noc(C)c1NC(=O)Nc1cccc2c1O[C@@H](CN(C)Cc1ccc3c(c1)OCO3)[C@H](C)CN([C@@H](C)CO)C2=O	-0.2
COc1ccc(NC(=O)N(C)C[C@@H]2OCCCC[C@@H](C)Oc3ccc(NC(=O)Nc4ccc(F)cc4)cc3C(=O)N([C@@H](C)CO)C[C@H]2C)cc1	-43.8
C=CCc1ccc(O[C@@H]2O[C@H](CO[C@@H]3O[C@@H](C)[C@H](O)[C@@H](O)[C@H]3O)[C@@H](O)[C@H](O)[C@H]2O)c(O)c1	-5.4
CCCNC(=O)N(C)C[C@@H]1Oc2ncc(-c3ccccc3F)cc2C(=O)N([C@H](C)CO)C[C@@H]1C	-0.4
Cc1cc(C(=O)Nc2cccc3c2O[C@H](CN(C)C(=O)NC(C)C)[C@H](C)CN([C@H](C)CO)C3=O)n(C)n1	2.4
C[C@@H]1CN([C@@H](C)CO)C(=O)Cc2cc(NS(C)(=O)=O)ccc2O[C@H]1CN(C)S(=O)(=O)c1ccc(Cl)cc1	13.2
C[C@H]1CN([C@@H](C)CO)C(=O)c2cc(NC(=O)Nc3ccccc3)ccc2O[C@@H]1CN(C)Cc1ccncc1	4.3
C[C@@H]1CN([C@H](C)CO)C(=O)CCCn2cc(nn2)CO[C@H]1CN(C)C(=O)Nc1ccc(N2CCCCC2)cc1	-121.8
C[C@H]1CN([C@@H](C)CO)C(=O)Cc2cc(NC(=O)Nc3ccc4c(c3)OCO4)ccc2O[C@@H]1CN(C)Cc1ccncc1	6.9
C[C@H](CO)N1C[C@H](C)[C@@H](CN(C)Cc2ccc(C(F)(F)F)cc2)Oc2ccc(NC(=O)c3ccncc3)cc2CC1=O	-13.8
C[C@@H]1CN([C@@H](C)CO)C(=O)c2cc(NC(=O)Nc3ccc(C(F)(F)F)cc3)ccc2O[C@@H](C)CCCCO[C@@H]1CN(C)Cc1ccc2c(c1)OCO2	22.9
C[C@@H]1CN([C@@H](C)CO)C(=O)c2cccc(NC(=O)c3ccncc3)c2O[C@H]1CN(C)S(=O)(=O)c1cn(C)cn1	-0.6
CCCN(C)C[C@H]1OCCCC[C@@H](C)Oc2ccc(NS(=O)(=O)c3ccccc3)cc2C(=O)N([C@H](C)CO)C[C@H]1C	4.0
CCOC(=O)c1cn(Cc2cccc(Cl)c2)c2cc(C)nn2c1=O	-0.3
C[C@@H]1CN([C@@H](C)CO)C(=O)Cc2cc(NC(=O)Cn3cnnn3)ccc2O[C@@H]1CN(C)C(=O)Nc1ccc2c(c1)OCO2	0.4
COc1ccc(S(=O)(=O)Nc2ccc3c(c2)C(=O)N([C@H](C)CO)C[C@@H](C)[C@H](CN(C)S(=O)(=O)c2ccccc2)O3)cc1	0.1
COc1ccc(CN(C)C[C@@H]2Oc3ccc(NC(=O)c4ccncc4)cc3CC(=O)N([C@H](C)CO)C[C@@H]2C)cc1	4.4
C[C@@H]1CN([C@@H](C)CO)S(=O)(=O)c2ccc(-c3cncnc3)cc2O[C@H]1CN(C)Cc1cncnc1	-7.0
Nc1ccc(-c2nc3ccc(-c4nc5ccc(N)cc5[nH]4)cc3[nH]2)cc1	0.1
O=C(O)C[C@@H]1C[C@H]2c3cc(NC(=O)C4CCC4)ccc3O[C@H]2[C@H](CO)O1	-5.0
C[C@@H]1CCCCO[C@@H](CN(C)S(=O)(=O)c2cn(C)cn2)[C@H](C)CN([C@@H](C)CO)C(=O)c2cc(NC(=O)c3ccccc3)ccc2O1	5.7
C[C@H](CO)N1C[C@H](C)[C@H](CN(C)C(=O)CCC(F)(F)F)OCCCC[C@H](C)Oc2ccc(NS(C)(=O)=O)cc2C1=O	-6.1
(list continues)
SMILES	NSD2 inh
C[C@@H]1CN([C@@H](C)CO)C(=O)c2cccc(NC(=O)Nc3ccccc3)c2O[C@@H]1CN(C)C	-0.2
CC(C)NC(=O)Nc1ccc2c(c1)C(=O)N([C@@H](C)CO)C[C@@H](C)[C@@H](CN(C)C(=O)Nc1ccc(F)cc1)OCCCC[C@@H](C)O2	5.7
C[C@@H]1CN([C@H](C)CO)S(=O)(=O)c2ccc(-c3ccncc3)cc2O[C@@H]1CN(C)Cc1cncnc1	2.7
C[C@@H]1CN([C@H](C)CO)C(=O)Cc2cc(NC(=O)CCN3CCOCC3)ccc2O[C@H]1CN(C)S(=O)(=O)c1cn(C)cn1	-3.1

These rows are one share of the data (hit frequency here may not be typical).
